NPY-Y1 antag: blocks the human neuropeptide Y Y1 receptor; inhibition, % at 3.6 µM; AID 1040; 1% of 200,000 active; HEK293-CNG Y1 cells, membrane potential fluorescence; NPY at EC95, then isoproterenol; P25929;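 active = inhibition above the campaign mean inhibition of all tested compounds plus 3 SD, cut at about 20% in these data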;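 also: 0% = DMSO wells given NPY plus isoproterenol and 100% = isoproterenol alone without NPY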
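System: HEK293 cells with Y1 receptor plus CNG channel / Probe or stimulus: NPY 25 nM then isoproterenol 1 µM plus Ro 20-1724 25 µM / Compound: one concentration, 3.6 µM, in 0.4% DMSO / Schedule: compound incubation 1 h at room temperature, readout 45 min post-stimulation / Measured by: membrane potential fluorescence / Read-out: % inhibition of NPY effect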
S1P4 antagonist: human S1P4 receptor antagonism; inhibition, % at 4.98 µM; O95977; 0.26% of 220,000 active; AID 1510; S1P4-expressing cells, antagonist mode, reporter read-out; in the data active = inhibition above about 29%;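 also: 0% = wells stimulated with agonist and 100% = vehicle wells without agonist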
EP2 modulator: modulates human prostaglandin E2 receptor EP2 signaling; P43116; EP2-expressing cells, cAMP HTRF FRET, PGE2 co-stimulation; induction, % at 25 µM; 0.83% of 260,000 active;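 active = compounds whose cAMP rise, as percent of the full-agonist control response, exceeds 60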;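 also: rat C6 glioma line stably carrying human EP2 under a CMV promoter; the protocol text gives 20 µM as final concentration; 100% = response of wells given 1 µM PGE2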
Target sequence (P43116 whole entry, looked up): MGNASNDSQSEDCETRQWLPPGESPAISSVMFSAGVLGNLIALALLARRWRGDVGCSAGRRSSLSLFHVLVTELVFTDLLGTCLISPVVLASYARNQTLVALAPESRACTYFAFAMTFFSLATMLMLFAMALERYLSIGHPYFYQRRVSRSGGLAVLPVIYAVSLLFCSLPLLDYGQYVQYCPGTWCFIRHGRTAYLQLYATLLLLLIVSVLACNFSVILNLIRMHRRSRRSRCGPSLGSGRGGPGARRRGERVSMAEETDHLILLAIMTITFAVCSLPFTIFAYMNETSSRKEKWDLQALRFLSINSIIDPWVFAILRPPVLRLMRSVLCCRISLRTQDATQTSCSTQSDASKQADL
CHOP inh: CHOP inhibition in unfolded protein response; CHO-K1 CHOP-promoter luciferase, tunicamycin-induced, 15-18 h; inhibition, % at 10 µM; 3.8% of 220,000 active; AID 2732;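 active = compounds that reduced the stress-induced luciferase reporter signal by more than about 70% of percent inhibition, limit read from the data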;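 also: 0% = tunicamycin plus vehicle and 100% = wells without tunicamycin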
NPY1 pot ag: potentiators or agonists of human neuropeptide Y receptor Y1; P25929; NPY-Y1 expressing cells, potentiator/agonist activation; activation, % at 3.6 µM; 0.37% of 220,000 active; AID 1304; in the data active = activation above about 33%, passing the limit was not always enough;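 also: cells stimulated with NPY at EC10 then isoproterenol at EC100; 0% = low agonist plus stimulus and 100% = saturating agonist plus stimulus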
NPY-Y2 PAM-ag: potentiators or agonists of human neuropeptide Y receptor Y2 | P49146 | cells expressing NPY-Y2, potentiator/agonist read-out | activation, % at 3.6 µM | 0.45% of 220,000 active | AID 1359; in the data active = activation above about 27%;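 also: cells stimulated with NPY near EC25 plus isoproterenol at EC100; 0% = vehicle plus submaximal agonist and 100% = vehicle plus saturating agonist; some results beyond the cut were filed as inactive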
Target sequence (P49146 whole entry, looked up): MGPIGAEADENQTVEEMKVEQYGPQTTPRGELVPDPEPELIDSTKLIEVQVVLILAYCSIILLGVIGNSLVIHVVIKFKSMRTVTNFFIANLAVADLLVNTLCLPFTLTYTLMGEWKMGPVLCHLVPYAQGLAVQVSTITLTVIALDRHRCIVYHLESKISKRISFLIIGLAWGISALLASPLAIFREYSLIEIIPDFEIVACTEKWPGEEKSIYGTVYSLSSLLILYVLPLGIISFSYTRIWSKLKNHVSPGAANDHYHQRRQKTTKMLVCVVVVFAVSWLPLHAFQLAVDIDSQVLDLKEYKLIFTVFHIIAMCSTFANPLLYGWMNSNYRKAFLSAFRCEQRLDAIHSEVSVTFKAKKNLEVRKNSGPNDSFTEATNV
zfTRPN1 agonist: agonists of zebrafish TRPN1 channel. activation, % at 3 µM. HEK293 zebrafish TRPN1-YFP, Fluo-8 calcium fluorescence; 100% = response to 87 µM carbachol. 0.18% of 220,000 active;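 active = activation above its plate's cutoff, the mean activation of test wells on that plate plus 3 SD, cut at about 19% in these data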;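 also: 0% = DMSO alone and 100% = 87 µM carbachol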
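Material: zebrafish TRPN1-YFP in HEK293 cells. Doses: one dose of 3 µM, 0.3% DMSO. Incubation: dye 1 h 37 °C plus 30 min RT. Measured by: intracellular calcium fluorescence with Fluo-8.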
S1P4 ag: human S1P4 receptor agonism; S1P4-expressing cell line, agonist reporter assay; activation, % at 4.98 µM; 0.35% of 220,000 active; in the data active = activation above about 11%;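 also: 0% = DMSO vehicle and 100% = reference agonist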
TRPML3 ag: activates the human TRPML3 channel. 0.29% of 220,000 active. activation, % at 3 µM. Q8TDD5. HEK293 TRPML3-YFP, Fluo-8 calcium fluorescence; 100% = the carbachol control signal. AID 1448;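 active = activation above its plate's cutoff, the mean activation of the plate's test wells plus 3 SD, cut at about 12% in these data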;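 also: 0% = DMSO only wells and 100% = carbachol wells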
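Material: HEK293 cells stably carrying human TRPML3-YFP; compound dosing: single dose, 3 µM final nominal compound, 0.3% DMSO final; incubation: 1-h 37 °C dye load, 5-s basal, 120-s post-compound reads; technique: Fluo-8 intracellular calcium fluorescence, excitation 470-495 nm, emission 515-575 nm; read-out basis: percent activation from peak-to-basal fluorescence ratio, scaled between DMSO and carbachol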
* hit, by the source's call; / = not tested or not shown; & = joins results of further samples.

Value order: NPY-Y1 antag, S1P4 antagonist, EP2 modulator, CHOP inh, NPY1 pot ag, NPY-Y2 PAM-ag, zfTRPN1 agonist, S1P4 ag, TRPML3 ag
CC(C)c1cc(C(F)(F)F)n2nc(C(=O)Nc3ccc(-n4cnnn4)cc3)cc2n1
 : /, -25.3, 22.0, 5.0, 19.4, 11.8, 2.4, 2.4, 0.0
COc1ccc(S(=O)(=O)N2CCC[C@H]2C(=O)NCc2ccc(Cl)cc2)cc1
 : /, -10.2, -18.4, 10.5, 18.4, -7.4, -1.7, -1.1, -0.6
COC(=O)c1cc(=O)nc2sc3ccccc3n12
 : -0.8, -2.7, 21.5, 23.5, -23.1, -15.2, 1.9, 0.6, 0.5
CC(C)CN(C(=O)CN1CCN(c2cccc(Cl)c2)CC1)c1c(N)n(CC(C)C)c(=O)[nH]c1=O
 : 0.7, 10.2, 11.6, -17.3, 12.3, 13.2, 0.6, -0.1, 0.4
CCOC(=O)CNNC(=O)Nc1ccc(Cl)c(Cl)c1
 : 4.2, -2.8, -21.5, 3.9, 3.2, -1.2, 1.3, -0.3, 0.3
Nc1ncnc(Nc2ccc(S(N)(=O)=O)cc2)n1
 : /, 1.6, 1.8, -16.0, 11.7, 4.0, 1.1, -1.2, 0.8
CCS(=O)(=O)N1CCN(C(=O)CCC2CCCC2)CC1
 : 1.8, -15.2, 0.0, -13.6, -18.6, -3.2, -0.5, -0.3, 1.0
CN(C)/C=C/C(=O)c1cnc(-c2ccccn2)s1
 : 0.2, -23.3, -7.9, -16.2, 7.0, 6.7, 2.4, 1.1, 1.0
O=C(Nc1ccccc1)OC(CN1CCCCC1)C(F)(F)F (configuration not stated)
 : 3.5, 0.3, -6.3, 6.0, 4.8, -0.9, -0.3, 0.6, -0.3
Cc1cc(NC(=O)Cn2c(C)nc3ccccc3c2=O)ccc1Br
 : -0.7, 0.0, 11.5, 34.9, -26.8, 6.4, -1.0, -0.3, 0.5
CC(C)(C)CN1CCNC(=O)C1CC(=O)NCc1cccc(-n2cccn2)c1 (configuration not stated)
 : 4.7, -7.5, 2.1, -21.2, -1.8, -3.4, -1.1, 3.1, 0.2
COC(=O)C(C(C)=O)C1=C/C(=N\S(=O)(=O)c2ccc(C)cc2)c2ccccc2C1=O (configuration not stated)
 : -1.4, 7.5, 2.2, 27.8, -41.6, -12.2, -1.0, -3.4, 0.4
Cc1nn2c(NCCCn3ccnc3)cc(C(C)C)nc2c1-c1ccccc1
 : /, 18.5, 19.9, 0.8, 29.7, 8.7, -3.1, -0.6, -1.6
CC(CCc1ccccc1)NC(=O)COC(=O)c1ccc(S(C)(=O)=O)c([N+](=O)[O-])c1 (configuration not stated)
 : -5.9, 15.5, -97.6, 101.4*, 66.4*, 52.2*, 2.1, 0.3, 0.9
NC(N)=N/N=C/c1ccccc1
 : -4.6, -5.8, -41.0, 3.3, 11.3, 10.6, -0.2, 0.6, 0.1
Cc1cc(Nc2ccccc2)nc2cc(O)ccc12
 : 9.1, 91.8*, 13.4, 19.1, 4.4, 6.0, -1.9, 0.5, -0.1
CN(C)S(=O)(=O)c1ccc(C(=O)Nc2ccccc2[N+](=O)[O-])cc1
 : -1.8, -2.9, -21.7, 4.4, 9.8, 15.2, 0.9, 0.5, 0.7
COc1ccccc1-c1cc(N)n[nH]1
 : -1.6, 0.7, 1.8, -16.9, 7.0, 6.2, 0.1, -0.6, 0.4
CCN(/C=N/S(=O)(=O)c1ccc(Cl)cc1)CC
 : 2.4, -7.4, 1.5, 9.9, -1.8, 0.1, -1.0, 1.4, 1.4
COCCC(=O)N1CCCC(C(=O)c2ccc3c4c(cccc24)CC3)C1 (configuration not stated)
 : 8.1, -23.5, 9.9, 25.0, 15.8, -2.5, -0.6, 0.3, 0.3
Cc1ccc(NC(=O)C2(C)Cc3ccccc3C(=O)O2)cc1 (configuration not stated)
 : -3.1, 3.2, 1.0, -7.2, 20.1, 6.6, -1.3, -0.2, 0.7
CSc1nc(-c2ccco2)nn1C(=O)c1ccccc1Cl
 : /, 6.2, 58.5, 78.2*, 56.1*, 29.8, 1.8, 0.8, 0.8
COC(=O)c1sccc1NC(=O)c1ccoc1C
 : 6.6, 11.7, 30.7, 50.0, -15.3, 2.9, -0.9, 0.7, -0.7
COc1ccc(C2C3C(=O)N(Cc4ccccc4)C(=O)C3ON2c2ccccc2)c(OC)c1OC (configuration not stated)
 : -6.4, -7.9, 36.1, 8.9, -0.6, 0.8, 0.8, -1.2, 4.8
CCSc1nc2c(c(=O)[nH]c(=O)n2C)n1CC(O)COc1ccccc1 (configuration not stated)
 : 7.8, -15.8, -10.1&-23.4, -13.9, 13.8, -1.9, 0.1, 0.0, 0.9
NC(=O)C1CC(=O)N(c2ccc(OCc3c(F)cccc3Cl)cc2)C1 (configuration not stated)
 : -7.8, -19.1, -34.9, -1.2, 13.1, -0.3, 0.7, 1.4, -0.4
COc1ccc(-n2c(-c3ccc(F)cc3)cnc2SCC(=O)NCc2ccco2)cc1
 : 14.7, 14.2, 26.7, -15.0, -3.0, -5.8, -1.3, -0.8, -0.8
CN1CCN(Cc2cc(=O)oc3ccc(Cl)cc23)CC1
 : 14.4, 0.8, 7.0, 24.9, -2.5, -5.9, 0.3, 2.2, 0.6
Cc1csc(NC(=O)CSc2ccc3nnc(-c4ccncc4)n3n2)n1
 : -1.0, -5.3, 11.4, -7.3, -13.2, -5.4, -0.4, -0.6, 1.1
CC(C)C(=O)NC(=S)NCC(=O)c1ccccc1
 : -1.5, -18.4, -5.0, -23.3, -1.8, 5.1, -0.4, 1.3, -0.4
COc1ccc2c(CCNC(=O)c3ccc([N+](=O)[O-])cc3)c[nH]c2c1
 : -1.3, -9.3, -60.2, 19.0, 10.2, 18.7, -0.2, -2.4, -0.2
Cc1ccc(-c2nc(-c3ccc(Cl)cc3)sc2CC(=O)O)c(C)c1
 : 19.2, -1.6, -12.1, 12.6, -28.9, -40.4, -0.3, -2.1, -0.4
CCOc1cc(/C=N/NC(=O)CCn2nc(C)cc2C)ccc1O
 : /, -21.1, -21.8, 8.1, 6.9, -13.2, 0.3, 2.5, -0.1
NC(=O)CSc1nc(C2CC2)nc2sc3c(c12)CCCC3
 : -6.3, 3.0, -16.0, -35.0, -1.1, 3.4, -0.3, 0.6, 1.0
COc1ccc(CN2CCN(C(=O)c3ccco3)CC2)cc1
 : -1.9, -9.1, 10.7, 40.7, 7.0, 1.5, 1.8, -0.2, 1.1
O=C(CC1Oc2ccccc2NC1=O)NC1CC1 (configuration not stated)
 : -0.2, -14.6, 10.4, 9.1, -12.2, -13.4, -0.4, -1.4, 0.1
O=C(O)CC(C(=O)N(c1ccccc1)c1ccccc1)N1CCOCC1 (configuration not stated)
 : -4.3, 9.5, 32.3, 16.3, 0.6, 0.6, 0.2, -3.9, 0.8
CCCn1c(C)cc(C(=O)COc2ccc(C)nc2[N+](=O)[O-])c1C
 : 3.0, -12.0, 16.2, 15.7, 9.4, 2.2, 0.4, -1.1, 1.1
CNC(=O)c1ccc2c(c1)nnn2C
 : 4.0, -8.8, 3.0, -39.5, 10.2, -3.7, 0.6, 1.7, 0.7
CC(Cc1ccccc1)C(=O)N(C)Cc1cccnc1 (configuration not stated)
 : 0.2, 8.7, 16.6, -11.3, 9.1, 2.8, -0.1, 1.2, 0.2
CC(CCc1ccccc1)NC(=O)COC(=O)C1=COCCO1 (configuration not stated)
 : -5.7, 6.2, 17.9, -8.8, 18.1, 9.1, 0.0, -1.5, 0.3
COc1ccc(-n2nc3c(c2NC(=O)c2ccc(S(=O)(=O)N4CCOCC4)cc2)CS(=O)(=O)C3)cc1
 : -4.0, -12.1, -15.5, 6.0, -0.7, 13.6, 1.6, 1.4, 1.1
CCOC(=O)c1cnc2nc(SC)nn2c1N
 : 8.0, -5.4, -5.8, 7.1, 2.1, -8.2, 0.7, 0.7, -0.5
COc1ccccc1NC(=S)NC1CCCCC1
 : 1.3, -0.7, -3.2, 2.0, 25.5, 13.1, -0.6, 0.8, 1.2
CCCNS(=O)(=O)c1ccc(CCC(=O)NCCc2ccc(OC)c(OC)c2)cc1
 : 0.8, -3.5, 21.7, 15.8, 3.4, 5.6, 1.3, -0.7, 0.5
Cn1cc(-c2cc(C(=O)O)on2)cn1
 : /, -12.2, 2.8, -8.2, 19.9, 25.2, 0.9, 1.6, 0.7
O=[N+]([O-])c1ccc(N/N=C/c2sc(N3CCOCC3)nc2-c2ccccc2)c(S(=O)(=O)Nc2ccc(Cl)cc2)c1
 : 3.3, -9.3, -21.2, 86.1*, 8.7, -7.3, 0.3, 0.7, 0.4
COc1ccc(CCNC(=O)c2ccc(Cl)cc2Cl)cc1
 : 5.1, -3.1, -23.9, -36.0, 4.8, -15.8, -1.6, -5.0, -0.2
CC(C)c1cc[n+](-c2nc([O-])sc2C=O)cc1
 : -5.0, -11.1, 10.2, 7.9, 0.7, 3.6, 1.5, 0.6, 1.1
CC(=O)Nc1ccc(NC(=O)C(C)n2nc([N+](=O)[O-])c(Br)c2C)cc1 (configuration not stated)
 : 1.2, -6.6, -2.5, 21.1, -6.2, 8.9, -0.5, 0.5, 1.1
CC(Sc1cnccn1)C(=O)O (configuration not stated)
 : 2.9, -5.0, 27.6, 2.3, -8.0, -1.3, 0.2, -0.8, 1.3
O=C(Nc1ccc(Cl)cc1)OCc1cc(-c2ccccc2)on1
 : 12.8, -8.5, -25.6, 89.7*, -33.4, -26.3, -0.3, 0.8, 0.4
C=CCn1c(SCC(=O)NCc2ccco2)nnc1-c1ccc2ccccc2n1
 : 2.6, 1.2, 5.0, 18.8, -19.2, -15.3, -0.9, -0.3, 0.3
CN(C(=O)COC(=O)c1sc2ccccc2c1Cl)C1CCCCC1
 : 4.6, -20.6, -21.8, 33.9, -22.9, 3.1, 0.2, 1.9, 0.2
Cc1ccccc1Cn1nc(C)c(NC(=O)c2sc3ccccc3c2Cl)c1C
 : 0.4, -3.3, -30.6, 49.1, 5.5, 3.0, -2.1, 0.4, -0.7
CC(=O)c1c(N2CCOCC2)nc(=S)n(-c2ccc([N+](=O)[O-])cc2)c1C
 : 0.5, 11.9, 7.8, 25.4, -6.7, 9.3, -1.0, 0.8, 0.5
Cc1nnc(SCC(=O)n2c3c(c4ccccc42)CCCC3)s1
 : 10.5, -4.8, 64.3*, 24.9, -21.7, -4.1, 0.3, 1.7, 0.2
COc1ccc(N(C)S(=O)(=O)c2c(C)[nH]c(=O)[nH]c2=O)cc1
 : -2.5, -16.8, -0.8, -0.9, -0.2, -6.0, 1.0, 3.7, 0.5
CNc1oc(-c2cccs2)nc1S(=O)(=O)c1ccccc1
 : -0.1, -2.1, 18.9, 30.5, 31.5, 3.4, 0.2, -0.7, -0.2

Shown as a hit in EP2 modulator (from the list above):
smiles,NPY-Y1 antag,S1P4 antagonist,EP2 modulator,CHOP inh,NPY1 pot ag,NPY-Y2 PAM-ag,S1P4 ag,TRPML3 ag
Cc1nnc(SCC(=O)n2c3c(c4ccccc42)CCCC3)s1,10.5,-4.8,64.3*,24.9,-21.7,-4.1,1.7,0.2

Screening results: PubChem BioAssay, several laboratories
